Screens (PubChem BioAssay)
STAT1 act = STAT1 signaling activation. actives 2.6% (n = 200,000). activation (% of control), % at 5.5 µM. AID 932. NIH 3T3 STAT1-luciferase reporter, IFN-gamma, luminescence; 100% = IFN-gamma alone, no compound;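 active = activation above the screen-wide mean activation plus 3 SD, cut at about 130% in these data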;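 note: raw ratio to IFN-gamma control signal so 100% means no change and 0% no light; values of inactives mirror those of a sister screen read the other way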
STAT3 blocker = inhibitors of IL-6 induced STAT3 signaling. U3A cells, IL-6 STAT3-luciferase reporter, luminescence; host cell line lacks STAT1. inhibition, % at 5.5 µM. actives 0.89% (n = 190,000). AID 862;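 active = inhibition above the mean inhibition across all screened compounds plus 3 SD, cut at about 44% in these data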;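 note: 0% = DMSO only wells and 100% = 100 µM nifuroxazide control wells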
APP 5'UTR act = activates APP 5'UTR luciferase reporter | SH-SY5Y APP 5'UTR luciferase reporter, luminescence; zero percent = DMSO vehicle wells | activation, % at 2 µM | actives 1% (n = 190,000) | AID 1276;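 active = activation above a set limit, based on mean plus 3 SD of controls, cut at about 140% in these data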; note: values of inactives mirror those of a sister screen read the other way
APP 5UTR inh = APP translation inhibition; SH-SY5Y APP 5'UTR-luciferase reporter, luminescence; inhibition, % at 2 µM; actives 0.82% (n = 190,000);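 active = inhibition above a set limit, derived from the sample mean plus 3 SD, cut at about 45% in these data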; note: values of inactives mirror those of a sister screen read the other way
ROMK primary = modulators of human ROMK potassium channel. Tet-inducible ROMK, thallium flux fluorescence; actives lie on both sides. B-score at 10 µM. actives 2% (n = 130,000). AID 1918;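 active = signal ratio slope over the read window, or its plate-corrected B-score, at least 3 SD from the plate mean, either direction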;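 note: B-score of the F/F0 ratio slope over 7 to 12 s after thallium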
Target sequence (P48048 whole entry, looked up): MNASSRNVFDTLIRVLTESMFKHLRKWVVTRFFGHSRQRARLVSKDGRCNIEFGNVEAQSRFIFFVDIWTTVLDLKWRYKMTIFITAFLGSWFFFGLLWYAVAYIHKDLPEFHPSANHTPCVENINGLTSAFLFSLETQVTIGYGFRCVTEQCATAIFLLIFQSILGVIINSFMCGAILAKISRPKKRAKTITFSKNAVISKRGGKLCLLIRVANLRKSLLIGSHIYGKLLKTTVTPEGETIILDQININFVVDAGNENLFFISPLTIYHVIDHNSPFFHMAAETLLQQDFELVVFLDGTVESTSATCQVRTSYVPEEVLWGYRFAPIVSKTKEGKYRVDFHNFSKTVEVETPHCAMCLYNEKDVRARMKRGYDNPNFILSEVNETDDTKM
STAT1 inh = reduces IFN-gamma driven STAT1 reporter signal; inhibition, % at 5.5 µM; actives 0.35% (n = 200,000); NIH 3T3 STAT1-luciferase reporter, luminescence;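 active = inhibition above a set limit, the mean inhibition across all tested compounds plus 3 SD, cut at about 34% in these data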;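 note: 0% = IFN-gamma with DMSO and 100% = IFN-gamma with 300 µM nifuroxazide; values of inactives mirror those of a sister screen read the other way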
FLuc stim CS = firefly luciferase counter-screen for stimulation assays; P08659; ATPlite luciferase biochemical, luminescence, 10 min; 0 = ATP-free wells, 1 = DMSO control; activation factor at 10 µM; 200,000 tested, under 10 active; AID 1027;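 active = luciferase activation factor, scaled between plate controls, of at least 2 with compound at 10 µM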
Target sequence (P08659 whole entry, looked up): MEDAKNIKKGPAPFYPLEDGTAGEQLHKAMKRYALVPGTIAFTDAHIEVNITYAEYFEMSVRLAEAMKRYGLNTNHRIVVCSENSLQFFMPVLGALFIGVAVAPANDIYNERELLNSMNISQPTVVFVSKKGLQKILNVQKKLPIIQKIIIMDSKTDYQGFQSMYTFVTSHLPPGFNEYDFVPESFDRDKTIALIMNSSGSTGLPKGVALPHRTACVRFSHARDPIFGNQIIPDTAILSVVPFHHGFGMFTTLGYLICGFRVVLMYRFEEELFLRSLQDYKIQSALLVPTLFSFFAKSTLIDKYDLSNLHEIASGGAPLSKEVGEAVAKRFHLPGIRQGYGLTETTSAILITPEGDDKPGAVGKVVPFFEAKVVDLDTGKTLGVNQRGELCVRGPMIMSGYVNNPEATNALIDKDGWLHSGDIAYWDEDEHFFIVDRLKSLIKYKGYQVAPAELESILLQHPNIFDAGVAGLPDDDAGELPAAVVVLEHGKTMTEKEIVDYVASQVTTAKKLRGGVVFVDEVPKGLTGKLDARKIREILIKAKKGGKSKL
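assay system = Luciferase/luciferin detection reagent, cell-free biochemical luciferase assay | also added = ATP substrate | times = 10 min post-reagent at room temperature | measured by = luminescence from luciferase reaction | measure = luciferase activation, seen as luminescence increase over controls | benchmarks = low control with PBS replacing ATP, high control enzyme plus ATP without compound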
STAT3 act = increases IL-6 driven STAT3 reporter signal; U3A cells, IL-6 STAT3-luciferase reporter, luminescence; 100% = signal with IL-6 EC80 alone; activation (% of control), % at 5.6 µM; actives 0.91% (n = 190,000);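 active = activation above the screen-wide mean of compound activation plus 3 SD, cut at about 130% in these data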;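 note: 0% = background luminescence of wells with medium and substrate only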
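Material: human U3A cells carrying STAT3-luciferase construct. Measured by: reporter luminescence signal. Timing: compound 1 h, then IL-6 6 h at 37 °C.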
NF-kB expr up = raises NF-kB expression in human neuronal cells; AID 1239; NF-kB reporter expression; active compounds read high; fold change at 12.5 µM; actives 1.6% (n = 190,000); in the data active = fold change above about 3.3
FLuc inh counter = inhibits firefly luciferase, flagging false hits in luciferase inhibition screens; P08659; actives 1.5% (n = 200,000); inhibition, % at 10 µM; ATPLite firefly luciferase biochemical luminescence, 10 min; AID 1006;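 active = inhibition above about 50% when tested at 10 µM, limit read from the data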
* hit, by the source's call; x = no result given.

1. CCc1nnc(NC(=O)CN2CCN(c3ccccc3OC)CC2)s1
2. NC(=O)C1(N2CCCCC2)CCN(c2ccc3nnc(-c4ccccc4)n3n2)CC1
3. Nc1nonc1C(=O)OCC(=O)c1ccc(Cl)cc1
4. CCc1sc(NC(=O)c2cc3ccccc3oc2=O)nc1-c1cccs1
5. O=C(NNc1nc2c(F)cc(F)cc2s1)C1COc2ccccc2O1 (configuration not stated)
6. NC(=NC(=O)c1ccc(Cl)cc1)N1N=CCC1c1ccccc1 (configuration not stated)

Screen / compound no.	1	2	3	4	5	6
STAT1 act	96	104	106	106	97	101
STAT3 blocker	9	-7	2	2	4	6
APP 5'UTR act	6	-3	8	7	1	3
APP 5UTR inh	-6	3	-8	-7	-1	-3
ROMK primary	x	x	x	0.056	-1.3	0.14
STAT1 inh	4	-4	-7	-4	1	-2
FLuc stim CS	1.1	1.1	0.6	1	1.1	1
STAT3 act	98	114	100	96	98	101
NF-kB expr up	0.99	0.78	1.1	1.2	1.4	0.94
FLuc inh counter	-6	-8	41	0	-7	1

Next section, overlapping the part above by 3 compounds.
4. CCc1sc(NC(=O)c2cc3ccccc3oc2=O)nc1-c1cccs1
5. O=C(NNc1nc2c(F)cc(F)cc2s1)C1COc2ccccc2O1 (configuration not stated)
6. NC(=NC(=O)c1ccc(Cl)cc1)N1N=CCC1c1ccccc1 (configuration not stated)
7. COc1ccc(COc2ccc(C3C(S(=O)(=O)c4ccccc4)CON3C)cc2OC)cc1 (configuration not stated)
8. O=C(CN1C(=O)CC(c2ccccc2)=Nc2ccccc21)NCc1ccco1
9. COc1ccc(C2=Nn3c(nnc3C3CCCCC3)SC2)cc1OC
10. O=C(c1ccc2c(c1)OCCO2)C1CCN(C(=O)c2ccc(F)cc2)CC1
11. Cc1cccc2sc(NC(=O)CCNS(=O)(=O)c3cccc4nonc34)nc12
12. COC(=O)Cn1c2[n+](c3ccccc31)CC(O)CS2 (configuration not stated)

Screen / compound no.	4	5	6	7	8	9	10	11	12
STAT1 act	106	97	101	90	97	80	102	102	100
STAT3 blocker	2	4	6	22	7	-31	12	7	4
APP 5'UTR act	7	1	3	-5	7	15	-6	5	9
APP 5UTR inh	-7	-1	-3	5	-7	-14	6	-5	-9
ROMK primary	0.056	-1.3	0.14	-0.82	0.66	1.9	x	x	x
STAT1 inh	-4	1	-2	10	4	22	-2	-1	0
FLuc stim CS	1	1.1	1	1.1	1	1	1	1	1.1
STAT3 act	96	98	101	86	96	126	92	98	96
NF-kB expr up	1.2	1.4	0.94	0.75	0.88	0.37	1	0.62	1
FLuc inh counter	0	-7	1	-8	1	-3	-4	-2	-9

13. CC1=CCC(C(=O)O)(C(=O)N/N=C/c2cccs2)C(c2ccc(F)cc2)C1 (configuration not stated)
14. [N-]=[N+]=CC(=O)C(Cc1ccccc1)N1C(=O)c2ccccc2C1=O (configuration not stated)
15. CCOC(=O)CC(N)c1ccc2c(c1)OCO2 (configuration not stated)
16. COC(=O)Cn1c(=O)cnc2ccccc21
17. CCOC(=O)C1C(=O)CC(C)(O)C(C(=O)OCC)C1c1cccc(OC)c1 (configuration not stated)
18. Cc1ccc(NC(=O)CCc2c(C)nc3ncnn3c2C)cc1

Screen / compound no.	13	14	15	16	17	18
STAT1 act	93	93	95	103	109	101
STAT3 blocker	3	16	3	2	-3	7
APP 5'UTR act	-3	24	-1	3	-5	16
APP 5UTR inh	3	-24	0	-3	5	-16
ROMK primary	0.52	x	x	x	0.39	-0.0054
STAT1 inh	8	8	6	-5	-10	-1
FLuc stim CS	1.1	1	1	1.1	1	1.1
STAT3 act	102	88	103	104	105	97
NF-kB expr up	0.92	0.94	0.85	0.98	1.1	1.3
FLuc inh counter	-7	-1	0	-6	-5	-7

19. CCOC(=O)c1cc(NC(=O)CSc2nnc(CN3CCOCC3)n2C)ccc1Cl
20. O=C(CN1CCCN(Cc2ccc(F)cc2Cl)C1=O)NCc1ccccc1
21. CCSCc1nnc(SCC(=O)Nc2ccc(OC)cc2)n1C
22. CC1=C(C(N)=O)C(c2cccs2)n2nc(-c3cccc(C)c3)nc2N1 (configuration not stated)
23. COc1ccnc(NCc2cccc(C(F)(F)F)c2)c1C#N
24. CC(=O)N(CN1C(=O)c2ccccc2C1=O)c1ccc2c(c1)oc1ccccc12

Screen / compound no.	19	20	21	22	23	24
STAT1 act	91	95	105	93	101	92
STAT3 blocker	0	-2	-1	3	20	-7
APP 5'UTR act	8	11	11	12	-1	-13
APP 5UTR inh	-8	-12	-11	-12	1	13
ROMK primary	x	-0.49	0.15	0.98	x	x
STAT1 inh	9	6	-6	8	3	8
FLuc stim CS	x	1	1.1	x	1	1.1
STAT3 act	102	104	108	101	89	104
NF-kB expr up	1.2	0.88	1.2	1.1	1.4	1.1
FLuc inh counter	x	-5	-5	x	-4	-6

25. CCCCCCCCC(=O)NCCOc1ccccc1
26. Cc1nn(C(=O)c2nn(C)cc2[N+](=O)[O-])c(C)c1Cl
27. CC(=O)Nc1ccc(NC(=O)C(C)OC(=O)c2ccccc2C(=O)c2ccc(Cl)c([N+](=O)[O-])c2)cc1 (configuration not stated)
28. COC(=O)c1cccc(NC(=O)CN2CCN(Cc3ccccc3)CC2)c1
29. Cc1cccnc1NC(=O)c1c(O)c2ccccc2n(C)c1=O
30. COc1cccc(C(=O)O/N=C/c2ccc(Sc3ccc(C)cc3)nc2)c1

Screen / compound no.	25	26	27	28	29	30
STAT1 act	101	103	93	94	105	103
STAT3 blocker	4	9	4	-4	-39	-3
APP 5'UTR act	6	22	-41	30	-3	-14
APP 5UTR inh	-6	-22	41	-30	3	14
ROMK primary	x	-1.3	0.18	x	x	0.88
STAT1 inh	-1	-4	8	6	-5	-3
FLuc stim CS	1.1	1.1	1.1	1	0.7	1
STAT3 act	101	98	97	105	133*	109
NF-kB expr up	1.1	1	1.2	1.1	1.1	1.4
FLuc inh counter	-7	-5	-7	-4	26	-3

31. CCN(CC)S(=O)(=O)c1cccc(NC(=O)c2ccc(Sc3nncn3C)c([N+](=O)[O-])c2)c1
32. O=C(CSc1ccccn1)Nc1ccc(N2CCOCC2)cc1
33. O=C(c1ccccc1-c1ccccc1)N1CCCCC1
34. OC(COCc1ccc2c(c1)OCO2)CN1CCCCC1 (configuration not stated)
35. Cc1ccc2nc(-c3ccccn3)oc2c1
36. C=CCSc1nnc(NC(=O)CSc2nc(CCC)cc(=O)[nH]2)s1

Screen / compound no.	31	32	33	34	35	36
STAT1 act	95	107	100	102	116	97
STAT3 blocker	-2	3	4	6	39	-1
APP 5'UTR act	1	0	0	6	176*	11
APP 5UTR inh	-1	0	0	-6	-176	-11
ROMK primary	1.3	0.81	0.12	-0.0036	x	x
STAT1 inh	5	-7	-3	-2	-17	3
FLuc stim CS	1.1	0.9	1.1	1	0.2	1
STAT3 act	105	105	100	103	72	102
NF-kB expr up	0.7	1.3	1.1	1.4	4.5*	1.1
FLuc inh counter	-8	5	-5	4	84*	2

37. COc1cc(NC(=O)CC(C)C)ccc1NC(=O)c1ccco1
38. O=C(Cc1ccc(S(=O)(=O)N2CCCCC2)s1)Nc1ccc(F)c(F)c1
39. Cc1ccc(-c2nc3ccccc3[nH]2)cc1NC(=S)NC(=O)c1ccccc1Br
40. O=C(Nc1nc(-c2ccncc2)cs1)C1c2ccccc2Oc2ccccc21
41. O=C(NCc1ccc(Cl)cc1)C1CCN(c2cnccn2)CC1
42. Cc1ccccc1NC(=S)N(Cc1ccco1)C(C)c1ccccn1 (configuration not stated)

Screen / compound no.	37	38	39	40	41	42
STAT1 act	141*	96	100	99	97	102
STAT3 blocker	16	18	15	-5	-7	3
APP 5'UTR act	97	-16	28	7	28	4
APP 5UTR inh	-97	16	-28	-7	-28	-4
ROMK primary	x	-2.3	x	0.88	0.078	0.036
STAT1 inh	-45	4	0	2	4	-2
FLuc stim CS	x	1.1	1	1.1	1.1	1
STAT3 act	90	91	89	107	106	103
NF-kB expr up	x	0.81	0.5	1.3	1.3	0.87
FLuc inh counter	x	-8	0	-10	-7	3

43. CC(C)(C)Cc1nnc(NC(=O)c2cc(-c3ccccc3)nc3ccccc23)s1
44. O=[N+]([O-])c1ccc(N2CCN(c3ccc(Cl)nn3)CC2)c(Cl)c1
45. Cc1ccccc1NC(=O)c1sc2nc3c(c(-c4ccco4)c2c1N)CCCC3
46. c1cc2[nH]snc2c2nc(C3CC3)nc12
47. C=CCN(c1ccccc1)S(=O)(=O)c1cccc(C(=O)O)c1
48. COc1ccccc1C(=O)Nc1cccc(N(C)S(C)(=O)=O)c1

Screen / compound no.	43	44	45	46	47	48
STAT1 act	93	96	110	95	102	106
STAT3 blocker	16	31	18	-10	-4	13
APP 5'UTR act	10	-13	x	2	-18	13
APP 5UTR inh	-10	13	x	-2	18	-13
ROMK primary	-0.056	x	-1.7	0.001	-0.045	x
STAT1 inh	8	2	-8	5	2	-7
FLuc stim CS	1	1	1	1	1.1	0.9
STAT3 act	91	75	85	116	103	92
NF-kB expr up	1.3	1.6	0.61	1	0.91	0.9
FLuc inh counter	-4	-4	-4	-1	-6	9

49. O=C(CSc1nc(Nc2ccccc2)nc(N2CCOCC2)n1)N1CCc2ccccc21
50. O=C(COc1ccc(F)cc1)Nc1ccc(-n2cnnn2)cc1
51. O=C(Nc1cccc2cccnc12)c1cccc2ccccc12
52. COc1ccc([N+](=O)[O-])cc1NC(=O)C(C)OC(=O)c1ccccn1 (configuration not stated)
53. CCOc1cccc(-c2nnc3sc(C4CCCCC4)nn23)c1
54. Cc1nnc(-c2ccccc2)c(=O)n1/N=C/c1c(O)ccc2ccccc12

Screen / compound no.	49	50	51	52	53	54
STAT1 act	103	111	102	93	103	99
STAT3 blocker	14	20	19	11	15	9
APP 5'UTR act	2	8	3	18	9	-61
APP 5UTR inh	-2	-8	-3	-18	-9	61*
ROMK primary	x	x	-0.14	-0.31	-0.86	x
STAT1 inh	-3	-12	-2	7	-3	1
FLuc stim CS	1	1.2	1.1	1	1.1	1
STAT3 act	92	86	84	91	92	97
NF-kB expr up	1.1	1	1	1.2	1.1	0.69
FLuc inh counter	2	-18	-7	-3	-10	-1

APP 5'UTR act: what is marked active above.
nr | Molecule | STAT1 act | APP 5'UTR act | APP 5UTR inh | ROMK primary | STAT1 inh | STAT3 act | NF-kB expr up
35 | Cc1ccc2nc(-c3ccccn3)oc2c1 | 116 | 176* | -176 | x | -17 | 72 | 4.5*

(next part)
55. Cc1nn(C(CC(=O)O)C(=O)O)c(C)c1Br (configuration not stated)
56. CC1CC(=O)C2=C(C1)Nc1ccccc1N=C2 (configuration not stated)
57. CSC(=S)N/N=C/c1c[nH]c2ccccc12
58. O=S(=O)(Nc1cnc2ccccc2c1)N1CCCCCC1
59. Cc1ccc(Oc2nn[nH]n2)cc1

Screen / compound no.	55	56	57	58	59
STAT1 act	97	83	106	92	95
STAT3 blocker	12	-4	-10	2	12
APP 5'UTR act	-4	-2	-3	23	1
APP 5UTR inh	4	2	3	-23	-1
ROMK primary	x	0.27	x	x	x
STAT1 inh	3	10	-6	8	6
FLuc stim CS	1	1	1	1	1.1
STAT3 act	92	104	104	100	95
NF-kB expr up	1	1	1.3	0.69	1.1
FLuc inh counter	-1	-4	3	1	-8
